ARNT TACC3 PPI = disrupts binding between human ARNT and TACC3; AlphaScreen His-ARNT PAS-B/GST-TACC3 binding, luminescence; TACC3 fragment carries E629A point mutation; inhibition, % at 9.99 µM; 390,000 tested, 0.66% active;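 active = mean inhibition of replicates at least 50% and at least half of replicates each reaching 50%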;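 also: 0% = complete ARNT plus TACC3 wells and 100% = ARNT alone without TACC3; many hits fall short of the cut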
Xi reactivation = X-chromosome reactivation activator. XiGFP mouse fibroblasts, % GFP-positive cells imaging, 3 d; cells co-treated with 5-aza-dC sensitizer; scaled so ellipticine positive control = 100%. activation, % at 7.58 µM. 360,000 tested, 0.055% active;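 active = mean normalized replicate activation at least 10% and every replicate at or above 10%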;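 also: 0% = median of on-plate neutral control wells and 100% = ellipticine 6 µM median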
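Material: SV40-immortalized XiGFP fibroblast cells, line 68-5-11 | Buffer or medium: DMEM containing 5-aza-dC | Dosing: One concentration, pinned | Times: 3 d treatment, 15 min room-temperature fixation | Controls: Ellipticine 6 µM positive control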
INS-1E GSIS act = primary screen for activators of insulin secretion dependent on glucose, INS-1E cells, GLuc reporter luminescence. 370,000 tested, 0.61% active. activation, % at 16.6 µM. INS-1E GLuc reporter insulin secretion, 2-3 h;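 active = lowest replicate activation of at least 40%, so every replicate reaches that level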;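 also: 0% = median of neutral control wells and 100% = median of IBMX positive control wells; some compounds called inactive have numbers as strong as hits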
Numbers without * were called inactive. The list is partial, so the mix of outcomes need not match the whole.

Sequence of screens – ARNT TACC3 PPI | Xi reactivation | INS-1E GSIS act
#1 CCCCc1c(O)c2ccccc2n(CCCC)c1=O
    -10 | 0.4 | 37
#2 COc1cccc(C(c2c(NC(=O)c3ccccc3)sc(C)c2C)N2CCN(C)CC2)c1 (stereo unspecified)
    -1 | 0.1 | -19
#3 O=C(COC(=O)c1cc(=O)[nH]c(=O)[nH]1)NCc1ccccc1
    -7 | -0.1 | 9
#4 Nc1nonc1-n1nnc(C(=O)N/N=C/c2ccccc2)c1CSc1ccc(Cl)cc1
    0 | 0.1 | -17
#5 CC1=C(C)C(c2ccccc2)NC(=S)N1 (stereo unspecified)
    -6 | 0.0 | -5
#6 CCOC(=O)/C(=N/Nc1ccc(Cl)cc1)Sc1nnnn1-c1ccc(C)cc1
    -4 | 0.1 | -7
#7 CC1(C)CC(=O)/C(=C(/O)Cc2ccccc2)C(=NCCc2ccccc2)C1
    -28 | 0.0 | 5
#8 O=C(NNc1ccccc1Br)C(O)(c1cccc(C(F)(F)F)c1)c1cccc(C(F)(F)F)c1
    17 | 0.3 | -5
#9 CSc1sc(C)cc1/C=N/O
    -1 | -0.1 | 11
#10 CCCCC(=O)Nc1ccccc1C(=O)OCC(=O)c1ccc2c(c1)OCCO2
    -6 | 0.0 | 8
#11 O=C(Nc1ccc(Cl)cc1C(F)(F)F)C(Sc1nnc(-c2cccs2)o1)c1ccccc1 (stereo unspecified)
    -6 | 0.3 | -26
#12 Cc1cc(C)c(NC(=O)COC(=O)/C=C/c2cccs2)c(C)c1
    0 | -0.1 | 8
#13 Cc1ccc(C(=O)NC(=S)Nc2cccc(NC(=O)c3ccccc3)c2)cc1[N+](=O)[O-]
    -6 | 0.4 | -19
#14 O=C(CSc1nc2[nH]ncc2c(=O)[nH]1)N1CCCC1
    -2 | 0.0 | 4
#15 Cc1cccn2c(=O)c(/C=C(\C#N)S(=O)(=O)c3ccccc3)c(Oc3ccc(Cl)cc3)nc12
    -2 | -0.1 | 7

The last 2 entries of the section before open the next one.
Sequence of screens – ARNT TACC3 PPI | Xi reactivation | INS-1E GSIS act
#14 O=C(CSc1nc2[nH]ncc2c(=O)[nH]1)N1CCCC1
    -2 | 0.0 | 4
#15 Cc1cccn2c(=O)c(/C=C(\C#N)S(=O)(=O)c3ccccc3)c(Oc3ccc(Cl)cc3)nc12
    -2 | -0.1 | 7
#16 COc1ccc(/C=C/C(=O)Nn2cnnc2)cc1
    -3 | 0.0 | 2
#17 COc1ccccc1NC(=O)c1ccc(NS(=O)(=O)c2ccc(F)c(Cl)c2)cc1
    -6 | 0.2 | -42
#18 Cc1cc(C)nc(NC(=O)/C=C/c2ccccc2Cl)c1
    -1 | 0.1 | -15
#19 COC(=O)c1ccc(COc2cccc3c2CCN(Cc2ccccc2)C3=O)o1
    -4 | 0.2 | -6
#20 NS(=O)(=O)c1ccc(CNC(=O)c2ccc(Cl)cc2[N+](=O)[O-])cc1
    0 | -0.1 | 9
#21 Cn1cnnc1Sc1ccc(C(=O)NCCC23CC4CC(CC(C4)C2)C3)cc1[N+](=O)[O-]
    2 | -0.1 | -17
#22 CC1Oc2ccccc2C=C1/C=N/NC(=O)c1ccccc1O (stereo unspecified)
    -12 | 0.1 | -46
#23 Cc1ccc(NC(=O)C2CC(=O)N(Cc3ccccc3)C2)cc1S(=O)(=O)N1CCCCCC1 (stereo unspecified)
    -15 | 0.0 | -21
#24 Cc1cc(C)nc(Sc2ccc([N+](=O)[O-])cc2[N+](=O)[O-])n1
    -5 | 0.6 | 6
#25 Cc1ccc(-c2csc(NC(=O)CSc3nnc4c(n3)[nH]c3ccccc34)n2)cc1
    -9 | 0.2 | -18
#26 COc1ccc(/C=N/NC(=O)c2ccc(COCC(F)(F)C(F)F)cc2)cc1
    -5 | 0.5 | -13
#27 Cc1cc([N+](=O)[O-])nn1CCC(=O)NC1CCCCCC1
    2 | -0.2 | -3
#28 Cc1nn(C)cc1NC(=O)c1ccc(Br)o1
    1 | 1.1 | -2
#29 O=C(c1cc2c(s1)CCCC2)N1CCN(S(=O)(=O)c2ccccc2C(F)(F)F)CC1
    6 | 0.1 | -20
#30 O=Nc1ccc(NOC(=O)c2ccccc2Br)cc1
    -2 | -0.1 | 38

Record cards, as listed above. Values in the order: ARNT TACC3 PPI	Xi reactivation	INS-1E GSIS act
Cc1ccc(-c2csc(NC(=O)CSc3nnc4c(n3)[nH]c3ccccc34)n2)cc1 is listed as -9	0.2	-18
Cn1cnnc1Sc1ccc(C(=O)NCCC23CC4CC(CC(C4)C2)C3)cc1[N+](=O)[O-] is listed as 2	-0.1	-17
COc1ccc(/C=N/NC(=O)c2ccc(COCC(F)(F)C(F)F)cc2)cc1 is listed as -5	0.5	-13
Cc1cc(C)nc(NC(=O)/C=C/c2ccccc2Cl)c1 is listed as -1	0.1	-15
COc1ccccc1NC(=O)c1ccc(NS(=O)(=O)c2ccc(F)c(Cl)c2)cc1 is listed as -6	0.2	-42

The list continues.
Sequence of screens – ARNT TACC3 PPI | Xi reactivation | INS-1E GSIS act
#31 CCS(=O)(=O)c1nn2c(N)c(/C=C3/C=CC(=O)C(OC)=C3)c(=O)nc2s1
    -10 | 0.1 | 17
#32 S=C(NCCc1ccccc1)NCCc1ccccc1
    2 | 0.0 | -17
#33 Cc1cc(C)c(NS(=O)(=O)c2ccc(NC(=O)c3cccs3)cc2)c(C)c1
    -3 | 0.1 | -12
#34 Cc1cc(C)c(C)c(S(=O)(=O)N2CCC(C(=O)Nc3ccccc3N3CCOCC3)CC2)c1C
    -5 | 0.3 | -41
#35 O=C(Nc1ccc(Cl)cc1)Nc1cnccn1
    2 | 0.0 | 12
#36 COc1ccc(NC(=O)CC(c2ccc(F)cc2)c2ccc(OC)cc2)cc1 (stereo unspecified)
    -10 | 0.3 | -20
#37 Cc1cc(C)c(S(=O)(=O)c2ccccc2)c(OC(=O)c2c(F)cccc2F)n1
    -5 | 0.0 | -22
#38 Cc1cc2cc(CN3C(=O)c4ccccc4C3=O)ccc2n1C
    -5 | 0.0 | 19
#39 Cc1ccc(-c2nc(N)sc2-c2ccccc2)cc1C
    5 | 0.1 | -2
#40 O=C(NN/C(=N/S(=O)(=O)c1ccc(Cl)cc1)c1ccccc1)c1ccc(O)cc1
    -4 | -0.1 | 7
#41 CCCN(CCC)C(=O)CSc1ncccc1C(=O)O
    -11 | 0.2 | 15
#42 Cc1onc(C(=O)N2C(C)CCCC2C)c1[N+](=O)[O-] (stereo unspecified)
    -5 | 0.0 | -8
#43 CCOc1ncccc1C(=O)OCC(=O)Nc1cc(S(=O)(=O)N2CCOCC2)ccc1C
    -2 | 0.0 | -8
#44 O=c1c2c(nc3cc(-c4ccc(F)cc4)[nH]n13)CCC2
    -6 | 0.0 | 20
#45 Cc1cccc(CSC(Nc2ccc(F)cc2)=C(C#N)C#N)c1
    -9 | 0.2 | -33

More results follow.
Sequence of screens – ARNT TACC3 PPI | Xi reactivation | INS-1E GSIS act
#46 C=C(C)CN=C1NN=C(c2cc(C)n(-c3ccc(C)cc3)c2C)CS1
    -3 | 0.0 | -29
#47 O=C1C2CC=C(Cl)CC2C(=O)N1CCC[n+]1cccc2ccccc21 (stereo unspecified)
    -3 | 0.0 | -5
#48 Nn1cnc2c(c1=O)C1(CCCCC1)Cc1ccccc1-2
    -16 | 0.0 | 2
#49 COc1ccc(-c2ccnc(SCC(=O)c3ccc(Br)cc3)n2)cc1
    -6 | -0.1 | -33
#50 COc1ccc(CCC(=O)Nc2cc([N+](=O)[O-])ccc2OC)cc1
    -5 | -0.1 | -2
#51 O=Cc1nc(-c2ccc(Cl)cc2)n2ccccc12
    2 | -0.1 | 36
#52 COc1ccc(S(=O)(=O)Nc2ccc(O)c(Sc3nc4ccccc4s3)c2)cc1
    0 | 0.0 | 17
#53 O=C(CSc1nncs1)Nc1ccc(Cl)cn1
    -4 | -0.1 | 5
#54 O=C(Cc1ccccc1)N/N=C/c1cccn1-c1ccc([N+](=O)[O-])cc1
    -7 | -0.2 | -23
#55 C/C(=N\NC(=O)COc1cccc(Cl)c1)c1ccc2c(c1)OCCO2
    -3 | -0.1 | -10
#56 CN1c2ccccc2N(C)C1(C)c1cccc2ccccc12
    31 | 0.3 | -33
#57 Cc1ccc(NC(=O)/C(=C\c2cccs2)NC(=O)c2ccccc2)cc1
    -2 | 0.1 | 4
#58 CNc1ccc(/C=C/C(=O)c2ccc3c(c2)OCCO3)cc1[N+](=O)[O-]
    -7 | -0.2 | 10
#59 CCCNC(=O)COC(=O)c1cccnc1Nc1ccccc1F
    -6 | -0.1 | 15
#60 O=C(Nc1cc2c(cc1Br)OCCCO2)c1ccccc1
    -3 | 0.0 | 32

6 entries from above in another layout:
#	canonical_smiles	ARNT TACC3 PPI	Xi reactivation	INS-1E GSIS act
55	C/C(=N\NC(=O)COc1cccc(Cl)c1)c1ccc2c(c1)OCCO2	-3	-0.1	-10
59	CCCNC(=O)COC(=O)c1cccnc1Nc1ccccc1F	-6	-0.1	15
53	O=C(CSc1nncs1)Nc1ccc(Cl)cn1	-4	-0.1	5
50	COc1ccc(CCC(=O)Nc2cc([N+](=O)[O-])ccc2OC)cc1	-5	-0.1	-2
51	O=Cc1nc(-c2ccc(Cl)cc2)n2ccccc12	2	-0.1	36
60	O=C(Nc1cc2c(cc1Br)OCCCO2)c1ccccc1	-3	0.0	32

Continuation:
Sequence of screens – ARNT TACC3 PPI | Xi reactivation | INS-1E GSIS act
#61 N/C(=N\OC(=O)c1cccc(Cl)c1)c1ccccn1
    3 | 0.1 | 37
#62 COC(=O)Cn1c(=NC(=O)c2cccc(OC)c2)sc2cc(OC)ccc21
    -6 | 0.4 | -14
#63 CCCN(CC1CC1)C(=S)Nc1ccc(Oc2ccccc2)cc1
    10 | 3.9 | -42
#64 Cn1c(N=NC(=O)c2ccccc2)c(O)c2ccccc21
    0 | 0.0 | 21
#65 CCC(=O)c1ccc(N2CCCCC2)c(F)c1
    -3 | 0.1 | -10
#66 C[C@H](NS(=O)(=O)c1ccc(Cl)cc1)C(=O)OCC(=O)NC(=O)Nc1ccc2c(c1)OCCO2
    -38 | 0.1 | -17
#67 COc1ccccc1CNC(=O)C/C(C)=N/NC(=O)COc1ccc(C)cc1Br
    -6 | -0.2 | 4
#68 C(=N\N1CCOCC1)/c1cccs1
    -4 | -0.1 | 22
#69 O=S(=O)(c1ccc(-c2csc(Nc3ccc(Br)cc3)n2)cc1)N1CCCC1
    -3 | 0.3 | 89*
#70 COc1cc(/C=C/C(=O)OCC(=O)N2CCN(C(=O)c3ccco3)CC2)ccc1O
    -6 | 0.0 | -8
#71 CCOC(=O)C1CCCN(C(=O)c2ccc([N+](=O)[O-])cc2)C1 (stereo unspecified)
    1 | 0.0 | 0
#72 O=C(CSc1nc2ccc(Cl)cc2[nH]1)Nc1ccc2c(c1)CCC2
    -23 | -0.2 | -36
#73 Cc1ccc(C)c(NC(=O)c2oc(=O)c3ccccc3c2-c2ccccc2)c1
    -4 | 0.0 | 4
#74 Cc1ccc(C(=O)N/C(=C\c2ccc(-c3cccc([N+](=O)[O-])c3)o2)C(=O)NC(C)(C)C)cc1
    -4 | -0.1 | -23
#75 O=C(/C=C/c1ccc(Cl)cc1)N(Cc1ccccc1)C1CCS(=O)(=O)C1 (stereo unspecified)
    0 | 0.0 | -1

Following part.
Sequence of screens – ARNT TACC3 PPI | Xi reactivation | INS-1E GSIS act
#76 Cc1c(Br)c([N+](=O)[O-])nn1CC(=O)Nc1ccc(Cc2ccncc2)cc1
    8 | 0.0 | -9
#77 CC(C)OCCCNC(=O)c1cc(Sc2ccc(F)cc2)nc2ccccc12
    -10 | 0.0 | -32
#78 O=S(=O)(c1ccc(Cl)cc1)N1CCN=C1SCc1ccc(Cl)c(Cl)c1
    2 | 0.3 | -16
#79 O=C(CO/N=C1\CCCc2nonc21)Nc1ccc(Br)cc1
    -7 | 0.4 | -8
#80 Cc1cc(Nc2ccccc2)nn1C(=O)c1ccc(Cl)cc1
    0 | 0.1 | -15
#81 O=C(COC(=O)C1CC(O)CN1S(=O)(=O)c1ccc(Cl)cc1)c1cccc(Cl)c1 (stereo unspecified)
    -8 | 0.0 | -11
#82 COc1ccc(/C(C)=N/OCC(=O)N=Nc2c(O)[nH]c3ccccc23)cc1
    -5 | -0.1 | -4
#83 O=S(=O)(NCCC(c1ccc(F)cc1)c1ccco1)c1ccccc1 (stereo unspecified)
    -4 | 0.3 | -21
#84 COc1ccccc1OCC(=O)NCCSCc1ccccc1Cl
    -6 | 0.5 | 0
#85 CCOc1ccc(/C=C/C(=O)c2ccc(-c3ccccc3)cc2)cc1
    -7 | 0.0 | 47*
#86 Cc1ccc(NC(=S)N2CCN(C(=O)C3CCCO3)CC2)cc1 (stereo unspecified)
    -8 | 0.2 | 8
#87 CCOC(=O)c1ccc(N2Cc3ccccc3C2=NC(=O)c2cccs2)cc1
    -4 | 0.2 | 0
#88 S=C(NCCCc1ccccc1)Nc1ccc(Cl)cc1
    1 | -0.2 | -27
#89 O=C(CN1C(=O)C2C3CC(C(Br)C3Br)C2C1=O)N1CCOCC1 (stereo unspecified)
    -7 | 0.2 | -7
#90 CCOc1cc(/C=N/NC(=O)OC)ccc1OCCSc1ccc(Cl)cc1
    -1 | 0.2 | -4
#91 Cc1ccc(CNC(=S)Nc2ccc(C)c([N+](=O)[O-])c2)cc1
    -5 | 0.0 | -28
